# Source: PubChem BioAssay (NCI)
# Growth percent in the NCI-60 one-dose screen (48 h, 10 µM unless noted): 100 = growth as untreated, 0 = no growth, -100 = all killed.
# HL-60(TB) = HL-60(TB) leukemia cells; 78,000 tested, 9% active; active = growth percent below 10
# Active calls of the source: *; & = joins results of further samples. Some of the compounds tested; rates above refer to the full screens.
SMILES,HL-60(TB)
COc1ccc(-c2cc(Cc3ccc(Cl)cc3)c(=O)[nH]n2)cc1,98
CC1=C(c2cc(-c3ccccc3O)[nH]c(=O)n2)C(c2ccccc2)NC(=S)N1 (stereo unspecified),105
CCOC(=O)/C(F)=C/C1CC1CCc1ccc(F)cc1 (stereo unspecified),101
O=C(Nc1ccc(NC(=O)c2cc(=O)[nH]c3ccccc23)cc1)Nc1ccc(Cl)c(C(F)(F)F)c1,96
CCOC(=O)C(=O)CC(=O)c1ccccc1,95
CCC(=Cc1ccc(CC)cn1)CC,80
C=CCn1c(-c2nc3ccc(C(=C(C#N)C#N)c4ccccc4)cc3[nH]2)cc2cc(-c3ccc(C(C)=O)cc3)ccc21,112
COc1ccc2c(c1)N=C(C(=O)O)/C2=C/c1sc(Nc2ccc(O)cc2)nc1O,86
O=C(NCc1ccco1)C1CCN(S(=O)(=O)c2ccc(Cl)cc2)CC1,19
C=CCOC(=O)C1=C(C)NC2=C(C(=O)CC(C)(C)C2)C1c1ccc(O)cc1 (stereo unspecified),101
COC(=O)CCCC(=O)NCc1ccc(Cl)cc1Cl,100
CCCCCCCCCCCCSC(=O)C(Cl)(Cl)Cl,112
CC(C)(CCN=C(N)Nc1cnc(C(F)(F)F)nc1)Oc1ccc(C(F)(F)F)cc1,76
COC(=O)c1nc(-c2ccc(C)cc2)oc1N1CCCCC1,89
CC/C(=C(/c1ccc(Cl)cc1)c1ccc(OCCN)cc1)c1ccc(OC)cc1,90
NC(=O)N/N=C/c1cc(=O)[nH]c(=O)[nH]1,102
CCCCOC(=O)c1cc(Cl)c(O)c(OC)c1,99
CSc1nnc(-c2cnn(CC(O)c3ccccc3)c2N)n1-c1ccccc1 (stereo unspecified),104
COc1c(O[C@H]2O[C@@H](CO)[C@@H](O)C(O)C2O)cc2oc3cc(O[C@H]4O[C@@H](CO)[C@@H](O)C(O)C4O)c(CC=C(C)C)c(O)c3c(=O)c2c1CC=C(C)C (stereo partly specified),107
O=C(O)COc1cccc(OCC(=O)O)c1,94
CCOc1ccc2ccccc2c1N,118
CCOC(=O)c1c(C)nc2ccccc2c1/C=C/c1ccc(F)cc1,86
Cc1ccc(S(=O)(=O)O)cc1Cl,101
Nc1ccc2c(c1)[nH]c(=O)c1ccccc12,95
CN=C(N)NCCCCCCCCNC(N)=NC,99
# The list goes on.
SMILES,HL-60(TB)
OCCN(CCO)C(CO)(CO)CO,112
COc1cccc2nc(Nc3cccc(NC(=O)c4ccc(CN5CCN(C)CC5)c(C(F)(F)F)c4)c3)ccc12,-53*
N#CC(Cc1ccc2ccccc2c1)c1cc2ccccc2[nH]1 (stereo unspecified),99
O=C(CN1CCN(c2ccc(Cl)cc2)CC1)N1CCN(c2nnc(-c3ccccc3)c(-c3ccccc3)n2)CC1,-50*
Cc1cccc[n+]1CC(=O)c1cccc2ccccc12,101
CCCCn1c(=O)c(C(c2c(O)c3cc(C)ccc3oc2=O)c2cn(Cc3ccccc3)c3ccc(F)cc23)cc2cc(Cl)ccc21 (stereo unspecified),97
O=[N+]([O-])c1ccc(Oc2ccccc2)cc1,79&97
CC(=O)NCCSC(=O)C(=O)SCCNC(C)=O,84
Cc1cccc(C)[n+]1[O-],108
CC(C)CCC[C@@H](C)[C@H]1CC[C@H]2[C@@H]3CC=C4c5sc(Nc6cc(C(F)(F)F)cc(C(F)(F)F)c6)nc5CC[C@]4(C)[C@H]3CC[C@]12C,101
CC1(C)CC[C@]2(C(=O)Nc3ccccn3)CC[C@]3(C)C(=CC[C@@H]4[C@@]5(C)Cc6c([nH]c7ccccc67)C(C)(C)[C@@H]5CC[C@]43C)[C@@H]2C1,98
COc1ccccc1N1C(=O)CSC1=S,50
c1cn2cc(-c3ccc4ncn(C5CCCCC5)c4c3)nc(-c3ccc4ncn(C5CCCCC5)c4c3)c2n1,49
CCCCC#Cc1c(I)n(C2OC(CO[Si](C)(C)C(C)(C)C)C3OC(C)(C)OC32)c(=O)n(C(=O)c2ccccc2)c1=O (stereo unspecified),20
CCCCCCCCCCCCCC(=O)Sc1ccccc1C(=S)S,76
Cc1cc(=O)c2cc3nc(-c4cccnc4)oc3c(Br)c2o1,85
COc1ccc(NC(=O)Nc2ccc(Nc3nc(C)cc(Nc4ccc(C)cc4)n3)cc2)cc1,-55*
CCOC(=O)C1=C(C)NC(SCc2cc(=O)oc3ccc(Cl)cc23)=N[C@@H]1c1cccc2ccccc12,91
CC1=NN(c2ccc([N+](=O)[O-])cc2)C(=O)C1,70
CCCCOc1nc2ccccc2cc1-c1cc(-c2ccc(Cl)cc2)nc(-c2ccc(Cl)cc2)c1,100
Cc1nn(-c2ccc(Cl)cc2)c(C)c1N=Nc1ccccc1,80
COc1cccc(/C=C/C(=O)c2cccc(Nc3nc(Nc4ccccc4)nc(Nc4ccccc4)n3)c2)c1,94
O=C(Cc1ccccc1)OCC(Br)CBr (stereo unspecified),76
O=S1c2ccccc2-c2ccccc21,92
CC1OC(C)(c2ccc(Cl)c(O)c2)OC1C (stereo unspecified),93

# Entries above that contain bromine:
SMILES,HL-60(TB)
Cc1cc(=O)c2cc3nc(-c4cccnc4)oc3c(Br)c2o1,85
O=C(Cc1ccccc1)OCC(Br)CBr (stereo unspecified),76

# No new results follow: an excerpt of the list.
SMILES,HL-60(TB)
OCCN(CCO)C(CO)(CO)CO,112
COc1cccc2nc(Nc3cccc(NC(=O)c4ccc(CN5CCN(C)CC5)c(C(F)(F)F)c4)c3)ccc12,-53*
N#CC(Cc1ccc2ccccc2c1)c1cc2ccccc2[nH]1 (stereo unspecified),99
O=C(CN1CCN(c2ccc(Cl)cc2)CC1)N1CCN(c2nnc(-c3ccccc3)c(-c3ccccc3)n2)CC1,-50*
Cc1cccc[n+]1CC(=O)c1cccc2ccccc12,101
CCCCn1c(=O)c(C(c2c(O)c3cc(C)ccc3oc2=O)c2cn(Cc3ccccc3)c3ccc(F)cc23)cc2cc(Cl)ccc21 (stereo unspecified),97
O=[N+]([O-])c1ccc(Oc2ccccc2)cc1,79&97

# The list goes on.
SMILES,HL-60(TB)
Cn1cccc1C(=O)C1C(c2cccc(F)c2)C2CCCN2C12C(=O)Nc1ccc(Cl)cc12 (stereo unspecified),97
CC(=O)O[C@H](C[C@H](C(C)C)N(C)C(=O)[C@@H](NC(=O)[C@H]1CCCCN1C)C(C)C)c1cccc(C(=O)N[C@@H](Cc2ccccc2)C[C@H](C)C(=O)O)n1,-38*
Cc1ccc(Cl)cc1NC(=O)Nc1nc2ccc([N+](=O)[O-])cc2s1,1.7*
Cc1cc(N=O)cc(C(C)(C)C)c1O,100
Cc1ccc(-c2nc(C(=O)O)c(Sc3ccc(Cl)cc3)o2)cc1,98
Cc1ccc(S(=O)(=O)N(CCC(=N)N)C(C)C)cc1,99
COc1cc(-c2nc3ccc(F)cc3s2)ccc1NC(=O)/C=C/c1ccc(F)c(F)c1,98
O=C(/C=C/c1ccccc1O)c1ccccc1,150&105
CC1(C)CC[C@]23CC[C@]4(C)[C@H](CC[C@@H]5[C@@]6(C)Cc7cnoc7C(C)(C)[C@@H]6CC[C@]54C)[C@H]2[C@H]1OC3=O,99
O=c1ccn(C2CCCCC2)c(=O)[nH]1,99
Cc1[nH]c(C2CC(c3cccs3)=NN2c2ccc(Cl)cc2)c(C)c1C(=O)NCC(F)(F)F (stereo unspecified),89
COc1ccc(/C=N\NC(=O)c2cnn(CC(O)c3ccccc3)c2N)cc1OC (stereo unspecified),91
O=C(O)c1ccc(-c2nn(-c3ccc(C(=O)O)cc3)cc2CNc2ccc3c(c2)OCO3)cc1,107
O=S(=O)(NC1CCc2ccccc21)c1ccccc1 (stereo unspecified),94
Cc1ccc2c(N)c(C(=O)Nc3ccc(OC(F)(F)F)cc3)sc2n1,62
Cc1ccc(NC(=S)NNC(=S)Nc2ccc(C)cc2)cc1,45&97
N#C/C(=C/NC(=S)Nc1ccc(Cl)c(Cl)c1)C(N)=O,79
Fc1cccc(/C=N/Nc2nc(N/N=C/c3cccc(F)c3)nc(N3CCOCC3)n2)c1,49
Cc1ccc(C)c2c1sc1nc3n[nH]c(N)c3c(=N)n12,112
COc1ccc(-c2nc3sc(C)nn3c2-c2nc3ccc(Cl)cc3[nH]2)cc1,126
Cc1ccc(C(C)(C)c2ccc(N)cc2)cc1,94
CCOC(=O)CSc1nnc(-c2cc3c([nH]c4ccccc43)c(-c3cccc(O)c3)n2)n1-c1ccc(Br)cc1,118
Nc1nc2nc(/N=N/SCCO)[nH]c2c(=O)[nH]1,106
Cc1ccccc1N,97
CCOC(=O)C[C@@H]1C(=O)N2CC[C@@]3(C(=O)Nc4ccc(Br)cc43)[C@@H]2C[C@@H]1C(=O)OCC,99
# (listing goes on)
SMILES,HL-60(TB)
O=S(=O)(Oc1ccc(-c2nnc(Nc3ccccc3)s2)cc1)C(F)(F)C(F)(F)C(F)(F)C(F)(F)C(F)(F)C(F)(F)C(F)(F)C(F)(F)F,106
CCCCNc1ccc(C(=O)NCCSCCN(CC)CC)cc1,108
O=C1CN(CN2CCCCC2)C(=O)CN1CN1CCCCC1,94
CCCC(=O)c1cc(-c2cc(C(=O)CCC)nc(N)n2)nc(N)n1,98
CC(=O)C1=C(C)NC(NNc2ccccc2)=NC1c1cccc([N+](=O)[O-])c1 (stereo unspecified),85
O=C(Nc1cc2c(cc1Cl)-c1ccc([N+](=O)[O-])cc1/C2=N\O)C(F)(F)F,101
CC(C)C(=O)NCCCCN1CCCCC1,89
COc1ccc(-c2[nH]c3c(c(=O)c2C#N)c(=O)n(C)c(=O)n3C)cc1,87
CCCCCCN1C(=O)C2(NCc3c(nc4c(c(C)nn4-c4ccccc4)c3-c3ccc(Cl)cc3)N2)c2ccccc21 (stereo unspecified),98
Fc1ccc(CSc2ncnc3nc[nH]c23)cc1,86
Cc1ccc(S(=O)(=O)N2CCc3c([nH]c4ccccc34)C2c2cc(=O)oc3cc(C)ccc23)cc1 (stereo unspecified),98
COc1ccc(C2CC(c3ccc(Cl)cc3)=NN2/C=C2\SC(=S)N(NC(=O)Cc3ccccc3Nc3c(Cl)cccc3Cl)C2=O)cc1 (stereo unspecified),65
CC(=O)NC1C(=O)OC(C(O)CO)C1O (stereo unspecified),89
COc1ccc(-c2cc(-c3ccccc3)nc(N3CCN(CCNc4ccnc5cc(Cl)ccc45)CC3)n2)cc1,-40*
CN(CCCCCl)P(=O)(OCc1ccc([N+](=O)[O-])o1)C(F)(F)c1ccc(CC(=O)NC[C@@H](O)/C=C\[C@@H](O)[C@H](CO)Cc2ccccc2)cc1 (stereo partly specified),80
Cc1ccc(NC(=O)CN2CCN(c3cc(=O)n(-c4ccccc4)c4ccccc34)CC2)cc1,65
COc1ccc(/C=C2/N=C3N(N=C(N=C(N)N)N3c3ccccc3)C2=O)cc1,100
CCOC(=O)/C(=C(\C)N)C1CC(=O)NC1=O (stereo unspecified),100
Cc1ccccc1-n1nnc(C(=O)Nc2ccc3cc(CN4CCNCC4)ccc3n2)c1C,49
O=C(Nc1ccccc1)Nc1nc(=O)c2ccccc2c(=O)[nH]1,96
S=C(NCN1CCCCC1)NCN1CCCCC1,119
O=C(NN1C(=O)/C(=C/C=C/c2ccco2)SC1=S)c1ccccc1,52
COc1cc2c(cc1OC)C1(NCC2)C(=O)NC2C=CC=CC21 (stereo unspecified),101
CSC(N)=NC(c1ccccc1)c1ccccc1,83
CC(C)CCC[C@@H](C)[C@H]1CC[C@H]2[C@@H]3C/C(=N\OC(=O)Cc4ccc(N(CCCl)CCCl)cc4)C4=CC(=O)CC[C@]4(C)[C@H]3CC[C@]12C,82

# Among those listed so far, these have an aryl thioether with sulfur outside any ring.
SMILES,HL-60(TB)
CSc1nnc(-c2cnn(CC(O)c3ccccc3)c2N)n1-c1ccccc1 (stereo unspecified),104
Cc1ccc(-c2nc(C(=O)O)c(Sc3ccc(Cl)cc3)o2)cc1,98
CCOC(=O)CSc1nnc(-c2cc3c([nH]c4ccccc43)c(-c3cccc(O)c3)n2)n1-c1ccc(Br)cc1,118
Fc1ccc(CSc2ncnc3nc[nH]c23)cc1,86

# (cont.)
SMILES,HL-60(TB)
NC(=O)C(O)c1ccccc1 (stereo unspecified),51
Cc1ccc2[nH]c(=O)c(Cc3cc(-c4ccccc4)n[nH]c3=O)cc2c1,92
CC1=C(C(=O)OCc2ccccc2)C(c2ccc3c(c2)OCO3)NC(=S)N1C (stereo unspecified),101
CCc1ccc(-c2ccc(-n3nc(C)c(C#N)c3N)cc2)cc1,86
O=C1Cc2ccccc2C(=O)N1,68
Cn1c2c(c3ccccc31)CCCC2,96&89
CCCCCCCCCCCCCCCCCCOc1ccccc1CC(=O)OCC[N+](C)(C)C,-38*
CCCCNCCc1ccccn1,99
O=C(CCCCCCN1CC(=O)N2[C@@H](c3cccc4c3CCO4)c3[nH]c4ccccc4c3C[C@H]2C1=O)NO,103
CCOC(=O)c1cc(C(=O)c2cc(OC)c(OC)c(OC)c2)n2c1ccc1c3cccnc3ccc12,13
CCC[CH2][Sn]1([CH2]CCC)[O]C(=O)c2cccc([N+](=O)[O-])c2C(=O)[O]1,-48*
COC(=O)[C@]12CC[C@@H](C)[C@H](C)[C@@H]1C1=CC[C@@H]3[C@@]4(C)CC(=O)[C@H](O)[C@@]5(C)COC(=C45)C[C@@]3(C)[C@]1(C)CC2,-37*
O=C(O)C1CCC(C(=O)O)O1 (stereo unspecified),93
N#Cc1ccc(NC(=O)COc2ccc(/C=C3\C(=O)Nc4ccccc43)cc2)cc1,62
C=C(C)[C@H]1CC2=C(C(=O)OC)C=C(O2)[C@H]2O[C@]2(C)C[C@H]2C=C(CC1=O)C(=O)O2,99
O=C(NCCc1ccccc1)c1ccccc1O,107
COc1ccc(-c2nc(N3N=C(c4ccc(F)cc4)CCC3=O)n(C)c(=O)c2C#N)cc1,100
COc1ccc(C(=O)CSc2nccc(Nc3ccc(S(=O)(=O)Nc4nccc(C)n4)cc3)n2)cc1,103
Cc1cc(-c2ccc(N=C=O)c(C)c2)ccc1N=C=O,100
C=CCc1cc(Cl)ccc1O,70
CC(C)c1nc2c(c(=O)n(C)c(=O)n2C)n1C,95
O=C1CC(=O)N2CSCN(C(c3ccccc3)c3nc4ncncc4[nH]3)C2=N1 (stereo unspecified),118
Oc1ccc2ccccc2c1N=Nc1nc(-c2ccccc2)cs1,14
O=C(N/N=C/c1cccc(S(=O)(=O)O)c1)c1ccncc1,95
